OXTR ag = human OXTR agonism; AID 2435; activation, % at 3 µM; actives 0.32% (n = 320,000); CHO-OTR cells, Fluo-8 calcium fluorescence; normalized: DMSO 0%, oxytocin 100%;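 active means activation above the mean of all tested compounds plus 3 SD, cutoff set per screening run, cut at about 20% in these data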;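 further: peak over basal fluorescence ratio from a 100 s FLIPR kinetic read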
Target sequence (P30559 whole entry, looked up): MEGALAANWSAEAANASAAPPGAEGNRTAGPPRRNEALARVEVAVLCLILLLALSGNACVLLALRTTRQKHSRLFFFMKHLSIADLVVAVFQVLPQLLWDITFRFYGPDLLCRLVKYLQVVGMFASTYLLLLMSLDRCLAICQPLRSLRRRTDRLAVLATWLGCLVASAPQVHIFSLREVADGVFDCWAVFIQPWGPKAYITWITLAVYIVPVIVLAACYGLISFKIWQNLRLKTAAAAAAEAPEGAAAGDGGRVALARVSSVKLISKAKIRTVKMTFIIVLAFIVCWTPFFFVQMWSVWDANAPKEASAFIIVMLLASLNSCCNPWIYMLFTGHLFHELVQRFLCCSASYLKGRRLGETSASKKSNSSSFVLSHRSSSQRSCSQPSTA
NS3 helicase inh = blocks Hepatitis C virus NS3 helicase unwinding. NS3 helicase DNA unwinding, Cy5 molecular beacon fluorescence. inhibition, % at 10.9 µM. actives 0.56% (n = 290,000). AID 1800;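 active means inhibition above the mean of all tested compounds plus 3 SD, set per campaign, cut at about 35% in these data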;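 further: 0% = DMSO wells and 100% = thioflavine S control wells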
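Control set: DMSO versus 110 µM thioflavine S; Material: NS3 helicase fragment of HCV; Measured by: Cy5 fluorescence at 0 and 60 min, beacon hairpin quenching; Read-out basis: percent inhibition from t60/t0 fluorescence ratio; Times: reaction time 60 min, 25 °C; Repeats: single replicate; Compound dosing: single dose, 10.9 µM nominal final, DMSO 0.8% final.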
IMP-1 inh = blocks Pseudomonas aeruginosa IMP-1 metallo-beta-lactamase. purified IMP-1, nitrocefin hydrolysis, epi-absorbance fluorescence. inhibition, % at 5.6 µM. actives 0.45% (n = 290,000);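 active means inhibition above the mean plus 3 SD of all compounds in the same screening run, cut at about 4.5% in these data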;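 further: 0% = IMP-1 with DMSO and 100% = DMSO wells lacking enzyme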
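assay system = purified recombinant IMP-1 metallo-beta-lactamase enzyme | schedule = 15 min preincubation plus 25 min reaction at 25 °C | signal = Epi-absorbance fluorescence, 480 nm excitation, 530 nm emission | read-out basis = percent inhibition from optical density relative to buffer-blank wells | controls = IMP-1 with DMSO as 0%, enzyme-free DMSO as 100%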
PHOSPHO1 inh = blocks human PHOSPHO1 phosphatase activity | recombinant PHOSPHO1, absorbance phosphatase assay | inhibition, % at 13.3 µM | actives 1.1% (n = 290,000) | AID 1565; in the data active means inhibition above about 60%
VIM-2 inh = inhibitors of Pseudomonas aeruginosa VIM-2 metallo-beta-lactamase. purified VIM-2, nitrocefin hydrolysis, epi-absorbance fluorescence. inhibition, % at 5.6 µM. actives 0.89% (n = 290,000);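 active means inhibition above the mean of all tested compounds plus 3 SD, cutoff set per screening run, cut at about 7.5% in these data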;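 further: red hydrolysis product quenches plate fluorescence so inhibitors raise well fluorescence; 0% = enzyme with DMSO and 100% = DMSO without enzyme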
GalR3 antagonist = human GalR3 antagonism; O60755; HEK293 GalR3-CNG cAMP membrane potential fluorescence; galR3 body fused to GalR1 C-terminus; inhibition, % at 3 µM; actives 0.44% (n = 360,000);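 active means inhibition above the screen-wide average plus 3 SD, cut at about 13% in these data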;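 further: forskolin and galanin both at EC90 stimulate the cells; cAMP rise reported by CNG channel membrane potential dye signal; 0% = forskolin plus galanin with DMSO and 100% = forskolin alone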
Target sequence (O60755 1-299 limits assumed): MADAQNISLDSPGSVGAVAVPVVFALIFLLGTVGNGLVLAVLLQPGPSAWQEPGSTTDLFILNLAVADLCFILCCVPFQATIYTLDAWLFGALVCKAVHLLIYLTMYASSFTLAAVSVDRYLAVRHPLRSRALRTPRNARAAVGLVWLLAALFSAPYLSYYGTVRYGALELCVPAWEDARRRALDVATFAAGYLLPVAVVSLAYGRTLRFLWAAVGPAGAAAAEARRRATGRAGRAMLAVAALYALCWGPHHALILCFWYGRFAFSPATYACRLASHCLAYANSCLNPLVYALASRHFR
V1R ag counter = counter-screen for oxytocin receptor agonists: human V1a receptor agonists; CHO-V1R cells, Fluo-8 calcium fluorescence, agonist mode; 0% DMSO, 100% 3 nM vasopressin; activation, % at 3 µM; actives 0.25% (n = 320,000); AID 2797;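 active means activation above the mean activation of all tested compounds plus 3 SD, per screening run, cut at about 20% in these data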;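 further: signal is peak over basal fluorescence ratio across a 100 second FLIPR read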
Target sequence (P37288 whole entry, looked up): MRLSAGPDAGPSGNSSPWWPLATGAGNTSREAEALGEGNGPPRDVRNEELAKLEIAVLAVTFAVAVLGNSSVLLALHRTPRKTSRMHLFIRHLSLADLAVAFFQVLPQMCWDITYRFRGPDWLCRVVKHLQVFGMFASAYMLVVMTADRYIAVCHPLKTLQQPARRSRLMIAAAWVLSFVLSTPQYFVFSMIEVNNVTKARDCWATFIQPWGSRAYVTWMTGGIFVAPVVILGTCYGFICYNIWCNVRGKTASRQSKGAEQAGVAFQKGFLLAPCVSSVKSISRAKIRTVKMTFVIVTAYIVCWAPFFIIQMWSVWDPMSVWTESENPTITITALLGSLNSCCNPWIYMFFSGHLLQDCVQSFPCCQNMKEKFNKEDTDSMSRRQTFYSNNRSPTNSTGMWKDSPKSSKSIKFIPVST
GPR7 antag = human neuropeptides B/W receptor 1 antagonism. inhibition, % at 4.4 µM. AID 1861. actives 1.1% (n = 290,000). GPR7-expressing cells, fluorescence antagonist assay. P48145; in the data active means inhibition above about 16%, passing the limit was not always enough;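 further: cells stimulated with the agonist NPW; 0% = agonist with vehicle and 100% = vehicle without agonist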
FID counter = displaces DNA intercalator in HCV helicase counter-screen. inhibition, % at 7.9 µM. actives 0.17% (n = 290,000). DNA fluorescent intercalator displacement, fluorescence; in the data active means inhibition above about 37%;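 further: 0% = vehicle and 100% = reference compound; higher means more ethidium bromide displaced from hairpin DNA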
* marks the source's active call; other numbers are inactive results; x = not tested or not shown.

The line under a structure holds: OXTR ag | NS3 helicase inh | IMP-1 inh | PHOSPHO1 inh | VIM-2 inh | GalR3 antagonist | V1R ag counter | GPR7 antag | FID counter
1	NC(=O)CSC1=N/C(=C\c2ccco2)C(=O)N1c1ccc(OC(F)F)cc1
    -1.3 | 18 | -3.2 | 32 | -2.3 | 2 | 1.1 | -14 | -11
2	CC(C)c1ccc(/C=C/C(=O)NC(=S)NN2CCOCC2)cc1
    x | 8 | -5.0 | 22 | -7.8 | -2 | x | -9 | -39
3	Cc1ccc2c(c1)cc(CN(Cc1ccco1)C(=O)N1CCOCC1)c1nnnn12
    2.0 | 3 | -1.1 | 18 | 1.5 | -4 | 1.1 | 4 | -26
4	Cc1oc(-c2ccccc2Cl)nc1CS(=O)(=O)CC(=O)NCCc1ccccc1
    -1.4 | -5 | -2.9 | 20 | -3.9 | x | 1.2 | 1 | -40
5	COCCNC(=S)NNC(=O)c1cccs1
    1.4 | 10 | -2.7 | 48 | -1.8 | -5 | 0.1 | -5 | 1
6	O=c1[nH]c(-c2ccc(O)cc2)nc2scc(-c3cccs3)c12
    1.6 | -7 | -1.4 | 42 | -1.0 | -5 | 1.2 | -11 | 2
7	CC(OC(=O)c1cccc([N+](=O)[O-])c1)C(=O)NCc1ccc2c(c1)OCO2 (stereo not given)
    -0.7 | 2 | -2.6 | 38 | -1.8 | -3 | -0.8 | -3 | -1
8	COc1cc(CC(=O)N(c2ccccc2)c2nc(C)cs2)cc(OC)c1OC
    -0.5 | 0 | -1.6 | -12 | -3.7 | 10 | -1.1 | -15 | -29
9	COc1ccc(-n2ncc3c2CC(C)(C)CC3NC(=O)C2=CC(=O)CC(C)(C)O2)cc1 (stereo not given)
    -1.4 | -3 | -1.4 | 41 | -0.3 | 0 | -0.1 | -16 | -57
10	CC#CC(=O)NC1CCCN(C2Cc3ccccc3C2)C1 (stereo not given)
    2.0 | -10 | -1.8 | 19 | 0.0 | -8 | 0.8 | -6 | -11
11	CCn1cc(C(=O)N2CCN(Cc3ccc4c(c3)OCO4)CC2)c(=O)c2ccc(C)nc21
    -1.0 | 0 | -1.1 | 11 | -3.5 | -3 | -0.7 | -3 | -17
12	COc1cccc(C(=O)Nc2ccc(S(=O)(=O)N3CCCCC3)cc2)c1OC
    1.3 | 5 | -4.9 | 32 | -3.7 | -2 | 3.8 | -3 | -18
13	COC(=O)C1=C(O)/C(=C\c2ccc(OCC(=O)Nc3ccccc3OC)cc2)N=C1C
    0.6 | -18 | -1.6 | 30 | -1.8 | -4 | 1.4 | -6 | -21
14	Cc1cc(Nc2ccc(F)cc2)n2nc(C)nc2n1
    -2.5 | 1 | 2.0 | 1 | 9.7* | 2 | -0.1 | -21 | -2
15	CCOC(=O)C(CC)n1cnc2c(nnn2-c2cccc(OC)c2)c1=O (stereo not given)
    0.9 | 14 | -6.2 | 56 | -2.6 | -8 | -0.4 | 14 | -18
16	COC(=O)C1=C(C)NC2=C(C1c1ccc(O)cc1)S(=O)(=O)c1ccccc12 (stereo not given)
    -0.3 | -3 | -0.3 | 33 | 4.0 | -4 | 6.0 | -5 | -15
17	CC(=O)Nc1ccc(S(=O)(=O)Nc2ccc(S(=O)(=O)Nc3ncccn3)cc2)cc1
    0.2 | 5 | -0.9 | 37 | -0.2 | -2 | 3.6 | -6 | 3
18	CN(CC(=O)Nc1ccc(Cl)c(Cl)c1)C1CCCCC1
    x | -28 | -2.3 | 19 | -1.7 | -7 | x | 1 | 16
19	COc1cccc(NC(=O)CSc2nnnn2C2CCCCC2)c1
    x | -10 | -2.0 | 18 | -1.5 | -9 | x | -7 | -24
20	OCCC1CN(Cc2cnn(-c3ccc(F)cc3)c2)CCN1Cc1ccsc1 (stereo not given)
    0.8 | -6 | -4.2 | 60* | -2.1 | -3 | 1.7 | 10 | 14

Complete entries as entered above:
Shown for CC(=O)Nc1ccc(S(=O)(=O)Nc2ccc(S(=O)(=O)Nc3ncccn3)cc2)cc1 : OXTR ag: 0.2; NS3 helicase inh: 5; IMP-1 inh: -0.9; PHOSPHO1 inh: 37; VIM-2 inh: -0.2; GalR3 antagonist: -2; V1R ag counter: 3.6; GPR7 antag: -6; FID counter: 3
Shown for COc1cccc(C(=O)Nc2ccc(S(=O)(=O)N3CCCCC3)cc2)c1OC : OXTR ag: 1.3; NS3 helicase inh: 5; IMP-1 inh: -4.9; PHOSPHO1 inh: 32; VIM-2 inh: -3.7; GalR3 antagonist: -2; V1R ag counter: 3.8; GPR7 antag: -3; FID counter: -18

The listing continues:
The line under a structure holds: OXTR ag | NS3 helicase inh | IMP-1 inh | PHOSPHO1 inh | VIM-2 inh | GalR3 antagonist | V1R ag counter | GPR7 antag | FID counter
21	O=C(CC12CCC(CC1)C2)NCc1ccc2c(c1)OCO2
    -1.4 | -4 | -3.1 | 3 | -1.2 | -8 | -0.4 | -7 | -6
22	COc1cc(C(=O)CSc2nncn2C)cc(OC)c1OC
    0.7 | 10 | -1.3 | 12 | -0.2 | -2 | 1.0 | -8 | -1
23	CC(/C=C/c1ccc2c(c1)OCO2)=N/NC(=O)COc1ccc(C)cc1
    0.8 | 1 | -2.3 | -2 | -3.3 | -2 | -0.3 | -11 | 0
24	COc1ccc(-n2c3c(cc(C(=O)Nc4ccc(C)cc4)c2=O)C(=O)CCC3)cc1
    -0.4 | 3 | -2.0 | x | 0.1 | 2 | 0.3 | -8 | -2
25	CCCCNC(=O)c1cc2c(=O)n(CC)c3ccccc3c2s1
    -1.5 | -7 | -1.3 | 29 | 6.0 | -13 | -0.1 | -10 | -27
26	CC(=O)c1ccc(NC(=O)CN2C(=O)/C(=C/C=C/c3ccccc3)SC2=S)cc1
    -0.6 | 27 | -0.9 | 3 | -0.6 | 11 | 0.2 | 2 | -12
27	COc1cccc(-c2nc3ccc(C(=O)N4CCCC(O)C4)cc3o2)c1 (stereo not given)
    0.0 | 6 | -1.7 | -155 | 0.5 | 1 | 2.8 | -1 | -43
28	COc1ccc(N2CCN(C(=O)c3ccc(CS(=O)Cc4ccc(Cl)cc4)o3)CC2)cc1 (stereo not given)
    3.9 | -9 | -1.9 | -37 | -5.2 | 5 | 6.8 | -12 | -53
29	COC(=O)c1cc2c(-c3ccccc3)cc3ccccn3c-2c1C(=O)OC
    1.5 | 8 | -3.9 | 52 | 0.6 | -2 | 1.9 | -10 | 9
30	COc1ccc(CNC(=O)c2cccc3c2C(=O)N(Cc2cccnc2)C3)cc1
    -1.5 | -6 | -2.2 | -23 | -0.5 | 3 | -1.3 | 2 | -15
31	Cc1ccc(-n2c3c(cc(C(=O)N4CCN(C)CC4)c2=O)C(=O)CC(C)(C)C3)cc1
    0.2 | 9 | -2.4 | -8 | -3.1 | -2 | 0.5 | 0 | 3
32	Cc1cc(N)n(-c2ccccc2C)n1
    -0.3 | -3 | -1.9 | 23 | -0.3 | -5 | -0.6 | -6 | -8
33	Cc1csc2c(N3CCN(C(=O)c4ccc(C(C)(C)C)cc4)CC3)ncnc12
    2.1 | -25 | -0.9 | 34 | -3.0 | -6 | 8.2 | -7 | -21
34	CN(C)c1ccc(C(CNC(=O)c2ccco2)N2CCCC2)cc1 (stereo not given)
    -0.2 | -5 | -0.8 | 22 | -0.5 | -2 | 0.1 | -12 | -5
35	COC(=O)c1c(NC(=O)c2nc3nc(C)cc(C(F)F)n3n2)sc2c1CCC2
    0.1 | 0 | -2.1 | 18 | -3.6 | -9 | 0.1 | -9 | 3
36	CCOC(=O)CNC(=O)CSc1nnc(-c2ccc(OC)cc2)n1CC
    0.3 | -6 | 0.5 | 6 | -1.5 | -5 | -0.3 | -9 | -8
37	Cc1ccsc1/C=N\NC(=O)Cn1nnc2ccccc21
    2.0 | -10 | -4.0 | -6 | -5.3 | -6 | -0.2 | 0 | -8
38	COC(=O)CCCCCCCCC(O)CN(C)C (stereo not given)
    1.4 | -6 | -4.1 | 15 | -2.6 | -2 | -0.1 | -8 | 0
39	CC(=O)c1sc(NC(=O)COc2ccc(C(C)C)c(C)c2)nc1C
    0.7 | -2 | -4.8 | -16 | -0.7 | -4 | -0.5 | 1 | -4
40	C/C(=N\NC(=O)c1cccs1)c1c(O)cc(C)oc1=O
    -0.9 | -22 | -1.9 | 0 | -2.8 | 3 | 0.1 | 0 | -8
41	O=C(Nc1cccc([N+](=O)[O-])c1)N1CCN(c2ccccc2)CC1
    1.5 | 8 | -2.9 | 13 | -1.3 | -8 | 3.6 | 1 | -2
42	Cc1cc2oc(=O)cc(CN3CCCCC3)c2cc1C(C)C
    -2.5 | 3 | -2.9 | 0 | -5.6 | 8 | -0.8 | 3 | -6
43	Cc1cc(C)c(S(=O)(=O)Nc2c(C)[nH]c(=O)[nH]c2=O)c(C)c1
    0.3 | -2 | -2.9 | -8 | -1.7 | -1 | 1.1 | -5 | -6
44	CCOc1cc(CN2CCCCC2)ccc1OC
    0.5 | -1 | -0.7 | -2 | -1.6 | -6 | 0.3 | -4 | -1
45	COc1ccc(NC(=O)CN(C)S(=O)(=O)c2ccc(Br)s2)cc1OC
    4.9 | -3 | -1.3 | 40 | -1.4 | -7 | 3.9 | 1 | -19
46	Cc1cc(NS(=O)(=O)c2ccc(NC(=S)NC(=O)c3ccc(Cl)cc3Cl)cc2)no1
    -1.6 | 15 | -1.7 | 15 | -3.0 | 0 | -0.1 | -9 | -29
47	COc1ccc(NC(=O)C2=C(C)NC(=O)NC2c2ccccc2[N+](=O)[O-])cc1 (stereo not given)
    -0.2 | 1 | -0.6 | -20 | -3.2 | -6 | -1.0 | -4 | 0
48	COc1cccc(CNC(=O)C2CCN(S(=O)(=O)c3ccc4c(c3)CC(C)N4C(=O)C3CC3)CC2)c1 (stereo not given)
    4.0 | 10 | -3.1 | 11 | -1.4 | -7 | 5.1 | 1 | -41
49	CCOC(=O)Cn1c(=O)oc2cc(S(=O)(=O)NCC3CCCO3)ccc21 (stereo not given)
    0.6 | 0 | -3.8 | -16 | -3.2 | 2 | 1.0 | -5 | -3
50	N#Cc1ccc(CSc2nnc(-c3ccccc3)n2Cc2ccco2)cc1
    -1.3 | 0 | 0.2 | 44 | -1.7 | -7 | -0.1 | 13 | -17
51	O=C(COc1ccccc1)Nc1nnc(S(=O)(=O)N2CCCCC2)s1
    1.5 | 7 | -4.5 | 44 | -10 | -1 | 1.8 | -1 | -23
52	Cc1nc2ccc(S(=O)(=O)NC(C(=O)N3CCC(C)CC3)C(C)C)cc2s1 (stereo not given)
    0.3 | 3 | -2.1 | 4 | 2.5 | 0 | 0.5 | -13 | -26
53	O=C(c1ccccc1)C1CCN(C(=O)c2cccs2)CC1
    0.4 | 12 | -1.9 | 43 | -1.2 | -2 | -0.8 | 14 | -6
54	CCCCOC(=O)n1c(=O)oc2ccccc21
    -1.5 | 5 | -1.3 | -8 | -0.2 | -1 | -0.2 | -2 | 1
55	Cc1ccc2c(c1)nnn2C1CCN(S(=O)(=O)c2ccc3ccccc3c2)CC1
    1.2 | -9 | -2.8 | -16 | -6.5 | -10 | 1.6 | 2 | -29
56	CC1CCc2c(sc(NC(=O)c3ccc(Cn4cc([N+](=O)[O-])cn4)o3)c2C#N)C1 (stereo not given)
    1.7 | 13 | -0.5 | 30 | -1.7 | -3 | -0.2 | -1 | 1
57	CO/N=C/C(=N\Nc1ccccc1)C(=O)c1ccccc1
    -1.5 | -6 | -3.1 | -4 | -0.8 | -4 | 0.4 | -1 | -7
